# Hsp70 act – Hsp70 transcriptional activation, primary screen; 200,000 compounds, 0.04% hits; HeLa Hsp70 promoter luciferase reporter, luminescence; scaled: vehicle 0, proteasome-inhibitor control 100%; activation, % at 10 µM;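 active = activation above the mean across all tested compounds plus 3 SD, cutoff set per campaign, cut at about 5.5% in these data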;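 also: 100% = MG132 at 30 µM as the positive control and 0% = DMSO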
# Diaph act CS – activates diaphorase or chemically reduces, flagging diaphorase assay artifacts | 190,000 compounds, 0.005% hits | activation factor at 20 µM | Diaphorase/resazurin coupled assay, resorufin fluorescence, 16 min; active compounds read high; 1 = vehicle wells, 0 = NADH-free wells;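 active = diaphorase activity raised at least twofold by the compound at 20 µM; inactive = activation factor below 2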
#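 test system = bacterial diaphorase enzyme (C. kluyveri) | quantity = enzyme 0.07 U/mL final | reagent = NADH substrate 0.114 mM plus resazurin dye 0.1 mM, final | incubation = 16 min enzyme reaction, ambient temperature | buffer or medium = HEPES pH 7.4 buffer with MgCl2 and Tween 20 | signal = fluorescence of resorufin, 544 nm excitation, 590 nm emission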
# TLR4-MyD88 BLA – TLR4-MyD88 interaction inhibition in cells; AID 861; HeLa CL3-4 TLR4/MyD88 BLA complementation, FRET ratio; 200,000 compounds, 0.18% hits; O00206+Q99836; inhibition, % at 8.4 µM; in the data active = inhibition above about 25%;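 also: 0% = vehicle and 100% = reference inhibitor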
# Target sequence (O00206 whole entry, looked up): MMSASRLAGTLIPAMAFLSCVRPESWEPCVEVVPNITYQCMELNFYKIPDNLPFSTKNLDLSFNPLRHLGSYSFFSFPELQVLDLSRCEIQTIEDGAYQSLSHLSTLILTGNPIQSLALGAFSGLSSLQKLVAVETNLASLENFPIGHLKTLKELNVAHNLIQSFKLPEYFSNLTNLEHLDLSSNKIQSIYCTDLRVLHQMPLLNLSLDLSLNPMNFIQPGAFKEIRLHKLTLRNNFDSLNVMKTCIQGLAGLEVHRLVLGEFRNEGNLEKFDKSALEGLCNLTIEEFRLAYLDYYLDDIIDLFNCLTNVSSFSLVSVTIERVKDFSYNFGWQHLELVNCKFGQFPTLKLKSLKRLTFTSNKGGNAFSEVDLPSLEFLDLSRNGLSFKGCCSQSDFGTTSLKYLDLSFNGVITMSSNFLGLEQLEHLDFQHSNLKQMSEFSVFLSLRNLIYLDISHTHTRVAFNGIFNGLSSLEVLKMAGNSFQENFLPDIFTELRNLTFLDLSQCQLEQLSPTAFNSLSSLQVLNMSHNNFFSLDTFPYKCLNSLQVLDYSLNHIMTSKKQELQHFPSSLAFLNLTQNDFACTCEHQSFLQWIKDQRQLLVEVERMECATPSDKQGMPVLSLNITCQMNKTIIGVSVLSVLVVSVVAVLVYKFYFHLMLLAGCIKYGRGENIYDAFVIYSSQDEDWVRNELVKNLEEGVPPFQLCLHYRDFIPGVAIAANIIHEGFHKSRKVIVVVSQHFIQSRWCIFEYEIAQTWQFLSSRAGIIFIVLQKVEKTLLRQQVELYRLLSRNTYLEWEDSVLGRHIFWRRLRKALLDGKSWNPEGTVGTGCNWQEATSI
# Target sequence (Q99836 whole entry, looked up): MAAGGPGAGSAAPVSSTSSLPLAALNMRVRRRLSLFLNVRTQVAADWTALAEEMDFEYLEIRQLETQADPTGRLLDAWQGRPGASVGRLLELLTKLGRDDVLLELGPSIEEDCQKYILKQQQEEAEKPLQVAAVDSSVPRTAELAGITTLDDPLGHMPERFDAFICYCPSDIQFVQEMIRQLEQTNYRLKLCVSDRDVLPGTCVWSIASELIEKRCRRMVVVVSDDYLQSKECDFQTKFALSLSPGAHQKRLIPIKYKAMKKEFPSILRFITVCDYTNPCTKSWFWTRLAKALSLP
# STAT1 inh – reduces IFN-gamma driven STAT1 reporter signal | NIH 3T3 STAT1-luciferase reporter, luminescence | inhibition, % at 5.5 µM | 200,000 compounds, 0.35% hits;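 active = inhibition above a set limit, the mean inhibition across all tested compounds plus 3 SD, cut at about 34% in these data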;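 also: 0% = IFN-gamma with DMSO and 100% = IFN-gamma with 300 µM nifuroxazide; values of inactives mirror those of a sister screen read the other way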
# STAT3 inh – inhibitors of IL-6 induced STAT3 signaling; U3A cells, IL-6 STAT3-luciferase reporter, luminescence; host cell line lacks STAT1; inhibition, % at 5.5 µM; AID 862; 190,000 compounds, 0.89% hits;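 active = inhibition above the mean inhibition across all screened compounds plus 3 SD, cut at about 44% in these data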;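 also: 0% = DMSO only wells and 100% = 100 µM nifuroxazide control wells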
# Diaphorase inh – diaphorase inhibition or chemical oxidation counter-screen | diaphorase resazurin-to-resorufin fluorescence, NADH, 16 min; bacterial (C. kluyveri) enzyme, not human | inhibition, % at 20 µM | 190,000 compounds, 0.69% hits;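 active = primary screen inhibition at 20 µM above a set limit, cut at about 50% in these data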;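 also: plate controls were DMSO with full reaction for no effect and wells lacking NADH for full effect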
#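 Assay system – diaphorase enzyme from Clostridium kluyveri · Amount – diaphorase 0.14 U/mL (working solution) · Times – reaction incubation of 16 min at room temperature · Controls – No-NADH positive control and DMSO neutral control · Signal – resorufin fluorescence 544/590 nm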
# STAT3 activator – STAT3 signaling activation; U3A cells, IL-6 STAT3-luciferase reporter, luminescence; 100% = signal with IL-6 EC80 alone; activation (% of control), % at 5.6 µM; 190,000 compounds, 0.91% hits; AID 871;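 active = activation above the screen-wide mean of compound activation plus 3 SD, cut at about 130% in these data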;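 also: 0% = background luminescence of wells with medium and substrate only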
#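 system = STAT3-luciferase reporter U3A cells | reagent = IL-6 stimulus at 33 ng/mL final | timing = 1 h compound pre-exposure, 6 h IL-6 stimulation, 37 °C | measured by = luminescence | evaluation = % activation versus median of IL-6-stimulated wells | control set = IL-6-only wells as 100% reference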
# APP transl inh – APP translation inhibition; SH-SY5Y APP 5'UTR-luciferase reporter, luminescence; inhibition, % at 2 µM; 190,000 compounds, 0.82% hits;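 active = inhibition above a set limit, derived from the sample mean plus 3 SD, cut at about 45% in these data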; also: values of inactives mirror those of a sister screen read the other way
# STAT1 activator – activators of IFN-gamma induced STAT1 signaling; NIH 3T3 STAT1-luciferase reporter, luminescence; 100% = IFN-gamma alone, no compound; activation (% of control), % at 5.5 µM; 200,000 compounds, 2.6% hits; AID 932;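 active = activation above the screen-wide mean activation plus 3 SD, cut at about 130% in these data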;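 also: raw ratio to IFN-gamma control signal so 100% means no change and 0% no light; values of inactives mirror those of a sister screen read the other way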
# G6PDH CS – inhibits Leuconostoc G6PDH, flagging false hits in G6PDH-based assays. Purified L. mesenteroides G6PDH, diaphorase/resazurin coupled fluorescence, 45 min. AID 1020. 200,000 compounds, 0.12% hits. inhibition, % at 5 µM; in the data active = inhibition above about 50%
# Starred values were filed as active, the others as inactive; . = no result given.
SMILES,Hsp70 act,Diaph act CS,TLR4-MyD88 BLA,STAT1 inh,STAT3 inh,Diaphorase inh,STAT3 activator,APP transl inh,STAT1 activator,G6PDH CS
c1cc(-c2nnc3sc(C4CCCCC4)nn23)ccn1,-0.1,0.9,-12,-9,-4,10,107,10,107,10
O=C(N/N=C(\Cc1ncc[nH]1)c1ccccc1)c1cccnc1,0.1,1,-15,4,-2,-1,107,30,95,20
CC(C)C[C@H]1C(=O)N2CCC[C@H]2[C@]2(O)O[C@](NC(=O)[C@@H]3C=C4c5cccc6[nH]c(Br)c(c56)CC4N(C)C3)(C(C)C)C(=O)N12 (some centres undefined),-0.4,0.5,-10,7,0,49,102,-6,94,17
CS(=O)(=O)N(CC(=O)Nc1ccccc1Cl)c1ccc(Cl)cc1,0.2,0.8,7,-5,-4,18,106,4,103,10
CCOC(=O)N=Nc1c(O)n(C)c2ccccc12,-0.1,1,-11,-9,-3,4,102,-6,108,12
Cc1ncoc1C(=O)Nc1cccc(Cl)c1C,-0.2,1,11,-14,-3,4,105,2,113,-1
O=C(COc1ccc(Br)cc1Cl)NC(=O)NCc1ccccc1,-0.1,0.9,-19,-12,11,14,91,-4,111,0
CCN(CC)S(=O)(=O)N1CCC(C(=O)NCCN2CCOCC2)CC1,0.1,1.1,-6,6,-12,-8,113,5,94,4
O=C(NCc1ccco1)c1cnn2c1NC(c1ccccc1)CC2C(F)(F)F (centres undefined),-0.5,1.1,-1,1,10,-11,98,-8,99,16
O=C(NC1CCCCC1)C(c1ccco1)N(Cc1cccnc1)C(=O)C1COc2ccccc2O1 (centres undefined),0.3,0.9,0,3,6,6,97,7,97,-5
Cc1nnnn1/C(=C\c1ccccc1)C(=O)OCC(=O)N(C)C1CCS(=O)(=O)C1 (centres undefined),-0.3,0.9,14,1,-6,8,106,20,99,4
Cc1cc(NS(=O)(=O)c2ccc(NC(=O)CCCOc3ccccc3)cc2)no1,0.0,0.9,-1,-3,-4,6,109,11,102,8
COC(=O)c1c(NC(=O)CN2C(=O)NC(CCc3ccccc3)C2=O)sc2c1CCCCC2 (centres undefined),-0.3,0.8,2,7,-4,25,104,-8,94,-15
CCCn1c(=O)c(C(=O)NCc2ccc(OC)c(OC)c2)c(O)c2ccccc21,-0.4,0.9,0,0,-7,12,108,1,100,6
COc1ccc(-c2cc(C(=O)Nc3c(C)n(C)n(-c4ccccc4)c3=O)no2)cc1,-0.2,0.9,-6,-2,10,7,101,-22,101,5
CC12CCC(C/C1=N/O)C2(C)C (centres undefined),0.5,1,-12,1,3,2,99,1,98,-4
CCCCC(C)n1[nH]c(=O)cc1N (centres undefined),0.0,0.9,2,-1,8,8,97,-4,101,0
COc1ccc(-c2cn3cc(Cl)ccc3n2)cc1OC,-0.2,0.9,0,-30,-32,8,132,-65,127,9
Cc1cnc(C(=O)Nc2ccc(C(=O)N3CCCCC3)cc2)cn1,-0.1,1,12,-2,16,2,96,-3,102,4
CCOc1ccc(S(=O)(=O)Nc2nc3ccccc3nc2-n2ccc(=NC(=O)c3cccs3)cc2)cc1,-0.2,0.9,9,11,13,7,88,-16,92,-24

# An excerpt from above in order of molecular weight, low to high.
SMILES,Hsp70 act,Diaph act CS,TLR4-MyD88 BLA,STAT1 inh,STAT3 inh,Diaphorase inh,STAT3 activator,APP transl inh,STAT1 activator,G6PDH CS
COc1ccc(-c2cn3cc(Cl)ccc3n2)cc1OC,-0.2,0.9,0,-30,-32,8,132,-65,127,9
CS(=O)(=O)N(CC(=O)Nc1ccccc1Cl)c1ccc(Cl)cc1,0.2,0.8,7,-5,-4,18,106,4,103,10
O=C(COc1ccc(Br)cc1Cl)NC(=O)NCc1ccccc1,-0.1,0.9,-19,-12,11,14,91,-4,111,0
Cc1cc(NS(=O)(=O)c2ccc(NC(=O)CCCOc3ccccc3)cc2)no1,0.0,0.9,-1,-3,-4,6,109,11,102,8
Cc1nnnn1/C(=C\c1ccccc1)C(=O)OCC(=O)N(C)C1CCS(=O)(=O)C1 (centres undefined),-0.3,0.9,14,1,-6,8,106,20,99,4
O=C(NC1CCCCC1)C(c1ccco1)N(Cc1cccnc1)C(=O)C1COc2ccccc2O1 (centres undefined),0.3,0.9,0,3,6,6,97,7,97,-5
CCOc1ccc(S(=O)(=O)Nc2nc3ccccc3nc2-n2ccc(=NC(=O)c3cccs3)cc2)cc1,-0.2,0.9,9,11,13,7,88,-16,92,-24

# (listing goes on)
SMILES,Hsp70 act,Diaph act CS,TLR4-MyD88 BLA,STAT1 inh,STAT3 inh,Diaphorase inh,STAT3 activator,APP transl inh,STAT1 activator,G6PDH CS
O=C(N/N=C/c1ccncc1)c1cc([N+](=O)[O-])cc([N+](=O)[O-])c1O,-0.3,0.9,3,-4,16,12,96,-11,103,7
Cc1cc2nccc(-c3ccco3)n2n1,0.3,0.8,-8,5,13,16,91,-7,95,2
Cn1c(CO)cnc1S(=O)(=O)Cc1ccc(Cl)cc1,-0.1,0.9,16,-1,8,11,97,4,100,3
CCOC(=O)c1ccc(NC(=O)COc2ccc(CNCCO)cc2OCC)cc1,-0.2,1.2,-7,2,4,-18,101,-6,95,-7
C=CCn1c(=O)c(C(=O)Nc2ccccc2C(=O)OCC)c(O)c2ccccc21,0.0,0.8,-10,-5,-8,20,110,1,105,-22
Cc1nn(C)cc1C(C(=O)NC1CCCCC1)N(Cc1ccccc1Cl)C(=O)c1cnccn1 (centres undefined),-0.2,0.9,-4,-2,6,13,98,-5,100,19
CC(=O)Nc1cccc(-c2csc(Nc3ccccn3)n2)c1,0.2,1.1,-18,-49,18,-8,87,-184,143*,4
Cc1ccc(C)c(/C=C(\C(=O)O)c2ccc(S(=O)(=O)N3CCCCC3)s2)c1,-0.3,0.9,15,4,-2,7,106,8,94,10
CC(C)C(NS(=O)(=O)c1cccc2nsnc12)C(=O)NCCC1=CCCCC1 (centres undefined),-0.5,1,2,4,-2,4,105,-11,96,11
Cc1cc(C)n2ncc(C(=O)NCc3ccccc3)c2n1,-0.2,1,-3,4,16,4,87,-2,92,-3
COc1ccccc1-c1nn2c(C3COc4ccccc4O3)nnc2s1 (centres undefined),0.1,0.9,7,-2,-36,11,133*,2,102,3
CC(Sc1ccccc1)C(=O)N/N=C/c1cccnc1 (centres undefined),-0.1,1,2,-8,6,-1,101,16,105,9
CC(C)C(=O)Nc1cccc(NC(=S)NC(=O)c2ccc([N+](=O)[O-])cc2)c1,-0.5,0.8,-4,13,25,17,84,-29,88,3
COc1ccc2[nH]c(=O)c(CN(C(=O)COc3ccccc3)C(C)C)cc2c1,-0.1,0.8,4,4,4,15,100,-7,97,0
Cc1ccc(C(=O)n2c(-c3ccccc3)cnc2SCC(=O)Nc2ccc(C)cc2C)cc1,-0.3,0.9,-15,-25,-11,13,107,-16,122,2
O=C(NC1CCCc2ccccc21)c1cccc(Br)c1 (centres undefined),-0.3,0.8,6,1,7,18,96,16,99,9
COCCn1nnnc1C(c1cc2cc(C)ccc2[nH]c1=O)N1CCc2ccccc21 (centres undefined),0.2,0.6,1,5,-59,37,150*,.,96,14
COC(=O)c1ccc2c(=O)n(Cc3ccc(C(=O)NCCCN4CCC(C)CC4)cc3)c(=S)[nH]c2c1,-0.2,1.1,-11,-12,6,-6,97,-23,110,-5
COc1cc(N(C(=O)Cc2cccs2)C(C(=O)NC2CCCCC2)c2ccc(C)cc2)ccc1-n1cnnn1 (centres undefined),0.0,1,-4,3,2,-1,96,-17,97,0
COc1ccccc1NC(=O)c1ccc(NC(=O)CSc2n[nH]c(N)n2)cc1,0.2,0.9,-2,5,5,6,98,1,95,8

# A different layout for part of the listing above.
Structure	Hsp70 act	Diaph act CS	TLR4-MyD88 BLA	STAT1 inh	STAT3 inh	Diaphorase inh	STAT3 activator	APP transl inh	STAT1 activator	G6PDH CS
CC(C)C(NS(=O)(=O)c1cccc2nsnc12)C(=O)NCCC1=CCCCC1 (centres undefined)	-0.5	1	2	4	-2	4	105	-11	96	11
CCCn1c(=O)c(C(=O)NCc2ccc(OC)c(OC)c2)c(O)c2ccccc21	-0.4	0.9	0	0	-7	12	108	1	100	6

# Going on with the list:
SMILES,Hsp70 act,Diaph act CS,TLR4-MyD88 BLA,STAT1 inh,STAT3 inh,Diaphorase inh,STAT3 activator,APP transl inh,STAT1 activator,G6PDH CS
O=C(OCCN1CCN(c2ncc(C(F)(F)F)cc2Cl)CC1)c1ccc(F)cc1,-0.1,0.9,3,4,-9,12,112,-8,96,-25
COc1ccc(OCCCC(=O)Nc2cccc(SC)c2)cc1,-0.2,0.8,-10,-3,18,18,84,8,103,-19
c1ccc(Nc2ncnc3sc4c(c23)CCC4)cc1,-0.3,0.8,-4,2,26,15,83,-1,98,6
O=C(Nc1ccc2c(c1)OCCO2)c1cccc2nc3ccccc3nc12,-0.2,0.9,-11,-8,34,7,79,46*,107,4
CCOC(=O)c1ccc(NC(=O)COc2ccc(S(=O)(=O)NC(C)CC)cc2)cc1 (centres undefined),-0.1,1,-2,-1,18,-2,87,0,101,6
O=Cc1ccc(OC(=O)c2cc(Cl)nc3ccccc23)cc1,-0.2,0.9,2,-5,-18,13,112,-7,104,2
CCC(=O)N1CCc2cc(Br)cc(S(=O)(=O)N3CCCCCC3)c21,-0.4,0.7,-5,5,10,32,94,2,96,7
CC(C)CCN(C)C1CCN(C(=O)Nc2c(F)cccc2F)CC1,0.2,0.8,1,7,10,22,99,2,93,2
CC1(C)CC2CC(C)(CN2C(=O)NC(=O)c2ccccc2)C1 (centres undefined),0.1,0.9,3,10,-8,13,103,-7,91,6
COCCN1CCN(Cc2cn(C)nc2-c2cccc(Cl)c2)CC1,-0.4,0.9,-8,-9,-9,9,113,-26,107,7
CSc1ccc(Cc2ccc(Cl)cc2Cl)nn1,0.0,0.9,9,-8,-4,15,109,-8,107,4
O=[N+]([O-])c1ccc(N2CCN(S(=O)(=O)c3ccc(Cl)c(Cl)c3)CC2)cc1NCCN1CCOCC1,-0.2,1,-14,1,0,0,98,6,102,0
